Screening results (PubChem BioAssay)
bIAP inh: intestinal alkaline phosphatase (bovine) inhibition. purified bovine IAP, CDP-star luminescence, 30 min. 190,000 tested, under 10 active. AID 1019. inhibition, % at 20 µM;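 active = over 50% inhibition of intestinal alkaline phosphatase at 20 µM in the single-dose screen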
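System: purified bovine intestinal alkaline phosphatase (IAP) enzyme; Input: IAP diluted 1/65,000,000 in the well; Measured by: CDP-star luminescence signal; Compound dosing: 20 µM single dose; Incubation: 30 min reaction at room temperature.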
STAT3 inh: STAT3 signaling inhibition; U3A cells, IL-6 STAT3-luciferase reporter, luminescence; host cell line lacks STAT1; inhibition, % at 5.5 µM; 190,000 tested, 0.89% active;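 active = inhibition above the mean inhibition across all screened compounds plus 3 SD, cut at about 44% in these data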;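 note: 0% = DMSO only wells and 100% = 100 µM nifuroxazide control wells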
TNAP act hi DEA: TNAP (human) activation, high acceptor. P05186. purified TNAP, CDP-star luminescence, 1 M DEA, 30 min; stronger effect = higher value; 0 = EDTA background, 1 = DMSO-only activity. activation factor at 20 µM. 200,000 tested, under 10 active;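 active = activation factor at least 2 at 20 µM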
Target sequence (P05186 whole entry, looked up): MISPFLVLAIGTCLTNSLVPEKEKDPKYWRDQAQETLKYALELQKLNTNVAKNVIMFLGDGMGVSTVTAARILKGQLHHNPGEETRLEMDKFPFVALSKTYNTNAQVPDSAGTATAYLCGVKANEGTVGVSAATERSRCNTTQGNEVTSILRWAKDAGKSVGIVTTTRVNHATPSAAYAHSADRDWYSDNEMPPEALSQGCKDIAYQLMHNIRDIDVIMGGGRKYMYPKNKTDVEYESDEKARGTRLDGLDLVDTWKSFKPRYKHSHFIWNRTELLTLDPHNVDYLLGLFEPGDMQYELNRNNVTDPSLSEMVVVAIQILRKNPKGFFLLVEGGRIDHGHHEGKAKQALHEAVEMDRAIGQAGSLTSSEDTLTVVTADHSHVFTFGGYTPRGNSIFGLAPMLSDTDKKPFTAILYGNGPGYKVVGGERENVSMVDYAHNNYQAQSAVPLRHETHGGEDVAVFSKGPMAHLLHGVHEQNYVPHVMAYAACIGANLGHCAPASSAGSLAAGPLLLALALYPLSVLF
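Dosing: 20 µM single point. System: human TNAP. Amount: TNAP 1/800 final. Incubation: 30 min, room temperature. Read-out: TNAP activation factor scaled between EDTA and DMSO control wells. Signal: luminescence from CDP-star hydrolysis. Medium: 1 M DEA, pH 9.8, Mg2+, Zn2+. Control set: EDTA negative control, DMSO positive control.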
PPARg SRC-3 ag: PPARgamma-driven SRC-3 recruitment agonism | AID 731 | 200,000 tested, 0.26% active | P37231 | biochemical PPARgamma/SRC-3 coactivator recruitment assay | activation, % at 8 µM; in the data active = activation above about 23%;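 note: 0% = DMSO and 100% = reference agonist; some compounds past the cut are filed as inactive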
STAT1 blocker: inhibitors of IFN-gamma induced STAT1 signaling | NIH 3T3 STAT1-luciferase reporter, luminescence | 200,000 tested, 0.35% active | AID 920 | inhibition, % at 5.5 µM;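 active = inhibition above a set limit, the mean inhibition across all tested compounds plus 3 SD, cut at about 34% in these data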;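 note: 0% = IFN-gamma with DMSO and 100% = IFN-gamma with 300 µM nifuroxazide; values of inactives mirror those of a sister screen read the other way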
bIAP activator: intestinal alkaline phosphatase (bovine) activation; activation factor at 20 µM; purified bovine IAP, CDP-star luminescence, 30 min; stronger effect = higher value; fold of DMSO-control signal, blank-subtracted; 200,000 tested, 0.17% active; AID 1016;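 active = activation factor of 2 or more at 20 µM, a signal rise over negative controls twice the positive control's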
PPARg SRC2 recr: PPARgamma-driven SRC-2 recruitment agonism; P37231; PPARgamma LBD-SRC-2 recruitment, biochemical; activation, % at 8 µM; 200,000 tested, 0.34% active; AID 1032; in the data active = activation above about 22%;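 note: 0% = vehicle and 100% = reference agonist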
ROMK primary: modulators of human ROMK potassium channel; P48048; Tet-inducible ROMK, thallium flux fluorescence; actives lie on both sides; B-score at 10 µM; 130,000 tested, 2% active; AID 1918;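 active = signal ratio slope over the read window, or its plate-corrected B-score, at least 3 SD from the plate mean, either direction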;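 note: B-score of the F/F0 ratio slope over 7 to 12 s after thallium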
Target sequence (P48048 whole entry, looked up): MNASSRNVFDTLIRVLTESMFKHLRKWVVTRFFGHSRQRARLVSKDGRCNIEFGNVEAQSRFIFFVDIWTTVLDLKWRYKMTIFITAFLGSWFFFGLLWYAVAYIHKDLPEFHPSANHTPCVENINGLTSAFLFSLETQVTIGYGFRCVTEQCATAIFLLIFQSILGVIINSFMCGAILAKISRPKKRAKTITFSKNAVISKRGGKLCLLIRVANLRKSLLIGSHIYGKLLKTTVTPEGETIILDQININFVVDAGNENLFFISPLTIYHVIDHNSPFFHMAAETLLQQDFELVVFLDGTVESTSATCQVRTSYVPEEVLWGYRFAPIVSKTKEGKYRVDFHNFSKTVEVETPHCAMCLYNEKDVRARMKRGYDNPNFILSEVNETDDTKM
PPARg SRC1 recr: PPARgamma-driven SRC-1 recruitment agonism; P37231; activation, % at 8 µM; 200,000 tested, 0.41% active; PPARgamma-SRC-1 coactivator recruitment biochemical assay; in the data active = activation above about 19%;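 note: 0% = DMSO and 100% = reference agonist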
TR-FRET SRC-2 ct: flags TR-FRET format artefacts in PPARgamma SRC-2 recruitment agonist screen | TR-FRET artefact counter-screen; stronger effect = higher value | TR-FRET ratio at 8 µM | 200,000 tested, 0.4% active | AID 1049; in the data active = TR-FRET ratio above about 2000; note: inactives centre near 1500
STAT3 act: increases IL-6 driven STAT3 reporter signal. U3A cells, IL-6 STAT3-luciferase reporter, luminescence; 100% = signal with IL-6 EC80 alone. activation (% of control), % at 5.6 µM. 190,000 tested, 0.91% active. AID 871;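 active = activation above the screen-wide mean of compound activation plus 3 SD, cut at about 130% in these data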;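 note: 0% = background luminescence of wells with medium and substrate only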
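Material: STAT1-lacking human U3A cells, STAT3 luciferase reporter | Benchmarks: IL-6-only wells as 100% reference | Probe or stimulus: IL-6 (33 ng/mL) | Timing: Compound 1 h, then IL-6 6 h at 37 °C | Detection: Luminescence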
Numbers without * were called inactive; . = not tested or not shown.

| canonical_smiles | bIAP inh | STAT3 inh | TNAP act hi DEA | PPARg SRC-3 ag | STAT1 blocker | bIAP activator | PPARg SRC2 recr | ROMK primary | PPARg SRC1 recr | TR-FRET SRC-2 ct | STAT3 act |
| --- | --- | --- | --- | --- | --- | --- | --- | --- | --- | --- | --- |
| O=C(Nc1ccccc1N1CCOCC1)C1CCCCN1S(=O)(=O)c1ccccc1 (centres undefined) | -32.0 | 8.4 | 1 | 2.3 | 2.1 | 1.3 | 1.7 | -0.274 | 1.9 | 1474 | 96.0 |
| O=C(Nc1scc(-c2ccccc2)c1C(=O)O)c1ccco1 | -0.5 | 5.0 | 1 | 4.5 | -7.6 | 1 | 4.3 | -0.206 | 9.2 | 1722 | 99.0 |
| Cc1ccc(-c2c(=O)n(OCc3ccccn3)c3ccccc3[n+]2[O-])cc1 | 0.9 | 21.5 | 1 | 0.6 | -2.2 | 1 | 3.6 | . | 3.6 | 1574 | 91.0 |
| c1ccc(CSc2nnc(-c3sccc3-n3cccc3)o2)cc1 | 31.8 | 13.1 | 1 | 4.6 | 5.2 | 0.7 | 7.5 | . | 1.2 | 1560 | 90.8 |
| Cc1nn(C)cc1CN1CCCC(C(=O)c2ccc(-c3ccccc3)cc2)C1 (centres undefined) | -9.3 | 11.7 | 1 | -3.2 | 6.0 | 1.1 | -1.2 | -0.459 | -10.3 | 1376 | 93.7 |
| O=c1[nH]c(-c2ccccc2)c(-c2ccccc2)[nH]1 | -4.0 | -12.9 | 1 | -5.0 | 0.0 | 1 | 6.4 | -0.0963 | 8.2 | 1632 | 113.9 |
| Cc1ccc(C(=O)CCC(=O)O)cc1 | -1.3 | -8.2 | 1 | -8.3 | 1.2 | 1 | 3.6 | -0.392 | -3.1 | 1611 | 105.4 |
| N#Cc1nc(COc2ccccc2)oc1N1CCN(c2cccc(Cl)c2)CC1 | 24.6 | 3.9 | 1.1 | 10.1 | 0.5 | 0.8 | 15.3 | 0.339 | 4.4 | 1442 | 99.1 |
| CCCc1nc2ccccc2c(=O)n1CC(=O)c1ccccc1 | -2.8 | 8.9 | 1.1 | 4.9 | 2.2 | 1 | 3.1 | -1.17 | 1.7 | 1626 | 97.0 |
| O=C(NCc1ccco1)c1scc2c1OCCO2 | 4.1 | 4.9 | 1.1 | -5.9 | 5.8 | 1 | 3.9 | 1.2 | -0.2 | 1466 | 99.4 |
| CCN(CC)c1nc(C)c(C(C)=O)cc1C#N | 3.3 | 3.3 | 1.1 | 4.5 | -6.2 | 1 | 9.7 | -0.975 | 2.9 | 1331 | 103.2 |
| CCC1(C)Cc2c(sc3c2c(=O)n(-c2ccccc2)c(=O)n3C)CO1 (centres undefined) | -1.7 | 7.2 | 1 | 11.7 | 11.9 | 1 | -1.3 | . | 1.2 | 1843 | 97.6 |
| CCN(CC)S(=O)(=O)c1ccc(OC)c(NC(=O)c2cccc([N+](=O)[O-])c2C)c1 | . | 10.9 | . | 0.5 | 1.7 | . | -9.0 | . | 5.6 | 1506 | 98.4 |
| CCNS(=O)(=O)c1ccc(OCCNS(C)(=O)=O)cc1 | 8.3 | 1.0 | 1 | 11.5 | 0.3 | 0.9 | 0.7 | 0.729 | 2.6 | 1614 | 101.0 |
| COCc1c(C(=O)N/N=C(/C)c2ccccc2)nnn1-c1nonc1N | -8.2 | 14.7 | 1 | 4.7 | -2.3 | 1.1 | 3.9 | -0.11 | 4.3 | 1509 | 91.6 |

The listing continues.
| canonical_smiles | bIAP inh | STAT3 inh | TNAP act hi DEA | PPARg SRC-3 ag | STAT1 blocker | bIAP activator | PPARg SRC2 recr | ROMK primary | PPARg SRC1 recr | TR-FRET SRC-2 ct | STAT3 act |
| --- | --- | --- | --- | --- | --- | --- | --- | --- | --- | --- | --- |
| CCCc1cc(=O)[nH]c(Nc2cc(OC)ccc2OC)n1 | 3.3 | -4.1 | 1.1 | -10.2 | -1.3 | 1 | 8.8 | . | 3.4 | 1398 | 106.1 |
| CC(C)c1nc(SCC(=O)c2ccccc2)c2c(=O)n(C)c(=O)n(C)c2n1 | 9.1 | 9.6 | 1 | -0.4 | 0.6 | 0.9 | -0.5 | . | -0.5 | 1567 | 96.1 |
| Cc1cccc(N2C(=O)C(Cc3ccccc3)NC2=S)c1 (centres undefined) | 23.0 | -3.1 | 1 | 1.6 | 1.4 | 0.8 | -2.5 | . | -5.3 | 1487 | 102.2 |
| Cn1cnnc1SC(C(=O)Nc1cc(Cl)cc(Cl)c1)c1ccccc1 (centres undefined) | 17.8 | -0.4 | 1 | 1.0 | -6.1 | 0.8 | 2.7 | . | -0.2 | 1602 | 103.9 |
| COc1cccc(CNC(=O)CCC2CCCN(C(=O)CCc3c(C)noc3C)C2)c1 (centres undefined) | 3.1 | 4.4 | 1.1 | -2.7 | 8.2 | 1 | 4.5 | . | 2.0 | 1539 | 100.6 |
| CC(=O)N1N=C(c2ccccc2)OC1c1cccnc1 (centres undefined) | 13.8 | 2.3 | 1 | -1.4 | -12.4 | 0.9 | 2.1 | -1.09 | -3.5 | 1520 | 103.5 |
| Cc1nnc(Sc2nc3c(c(=O)n(C)c(=O)n3C)n2Cc2ccc(Cl)cc2)s1 | -26.5 | -2.9 | 1.1 | 1.7 | 0.4 | 1.3 | -0.6 | 0.198 | -3.1 | 1551 | 105.9 |
| COc1ccc(C2(O)CN(c3ccc(C)cc3)C3=[N+]2CCCC3)cc1 (centres undefined) | -6.8 | 4.6 | 1.1 | 2.3 | 25.8 | 1.1 | 3.3 | -0.117 | 10.2 | 1654 | 103.5 |
| CN(C)S(=O)(=O)c1cccc(NC(=O)Cn2cnc3ccccc3c2=O)c1 | -2.0 | 5.5 | 1 | 11.4 | 1.9 | 1 | 3.9 | 1.07 | -3.5 | 1510 | 99.1 |
| CCOC(=O)c1sc2nc(NC(=O)C3CC3)sc2c1C | 7.5 | -13.1 | 1.1 | -1.9 | -10.5 | 0.9 | 8.2 | . | 3.4 | 1736 | 119.2 |
| O=c1ccc(/C=C/c2ccccc2)nn1Cc1ccc(Cl)cc1Cl | 19.6 | 7.8 | 1 | -7.2 | -4.6 | 0.8 | 1.9 | -0.556 | 1.3 | 1428 | 99.1 |
| COc1cccc(C(O)c2nc3ccccc3n2C(C)C)c1 (centres undefined) | -105.4 | -1.7 | 1.1 | -4.6 | 1.4 | 2.1* | -3.0 | -2.18 | -1.6 | 1509 | 101.6 |
| Nc1nc(SCC(=O)Nc2ccc(Cl)cc2)[nH]c(=O)c1-c1ccccc1 | 1.5 | -7.5 | 1 | 3.6 | -1.0 | 1 | -0.5 | 0.0768 | 1.5 | 1612 | 107.8 |
| CCOCCCNC(=O)c1ccc2c(c1)OCO2 | 3.1 | -4.8 | 1 | -3.7 | -2.3 | 1 | 0.4 | . | 1.6 | 1485 | 105.5 |
| O=S(=O)(NCCc1csc(-c2ccccc2)n1)c1ccc2c(c1)OCCO2 | 14.7 | 5.6 | 1 | 10.0 | -1.4 | 0.9 | 4.9 | -1.37 | 3.3 | 1533 | 97.6 |

Next compounds:
| canonical_smiles | bIAP inh | STAT3 inh | TNAP act hi DEA | PPARg SRC-3 ag | STAT1 blocker | bIAP activator | PPARg SRC2 recr | ROMK primary | PPARg SRC1 recr | TR-FRET SRC-2 ct | STAT3 act |
| --- | --- | --- | --- | --- | --- | --- | --- | --- | --- | --- | --- |
| CCOC(=O)c1c(CN2CCOCC2)n(-c2ccccc2)c2ccc(O)cc12 | -0.8 | 1.6 | 1 | 22.7 | -2.7 | 1 | 12.7 | . | 6.0 | 1457 | 99.3 |
| CC(OC(=O)c1cc2sccc2n1C)C(=O)NCC1CCCO1 (centres undefined) | 1.2 | 6.0 | 1 | 3.9 | 3.4 | 1 | 7.3 | . | 7.0 | 1599 | 99.4 |
| O=C(CSc1nnc(-c2ccccc2)o1)Oc1ccc(Br)cc1 | 16.8 | -2.2 | 1 | 5.1 | 4.3 | 0.8 | 3.6 | 0.0107 | 8.9 | 1335 | 107.2 |
| CCCNC(=O)c1ccc2c(=O)n(Cc3ccco3)c(=S)[nH]c2c1 | -0.4 | 14.8 | 1 | 0.7 | 11.4 | 1 | 5.2 | 0.425 | 5.9 | 1560 | 93.5 |
| CCOc1ccc(-c2noc(CCCC(N)=O)n2)cc1OC | 3.4 | 2.0 | 1.1 | 3.4 | 1.8 | 1 | 16.1 | 0.00689 | -3.5 | 1538 | 102.2 |
| Cn1c(=O)cc(OCC(=O)NCc2cccnc2)c2ccccc21 | -1.8 | -5.4 | 1 | -6.8 | -1.3 | 1 | -5.3 | 0.918 | -0.1 | 1425 | 107.6 |
| O=c1c2ccc(Cl)cc2nc(-c2cccc(C(F)(F)F)c2)n1O | 16.2 | 6.9 | 1 | -1.9 | -0.5 | 0.8 | -3.5 | 1.55 | -3.5 | 1469 | 100.7 |
| Cc1cc(C)c2sc(NNC(=O)C3COc4ccccc4O3)nc2c1 (centres undefined) | 8.9 | 6.7 | 1 | -0.1 | -5.7 | 0.9 | 3.8 | -0.546 | -3.6 | 1310 | 94.1 |
| COc1ccc(OC)c(NC(=O)c2ccc(NC(C)=O)cc2)c1 | 6.5 | 22.6 | 1 | 4.9 | 6.2 | 0.9 | -2.3 | 0.746 | 0.1 | 1403 | 83.4 |
| COc1cccc(NC(=O)CSc2nnc(Cn3c(=O)sc4ccccc43)n2C)c1 | 11.8 | -13.6 | 1 | 4.9 | -1.9 | 0.9 | 0.5 | . | 5.8 | 1548 | 111.3 |
| CN(C(=O)CSc1nc(N)nn1-c1ccccc1)c1ccccc1 | 9.2 | 9.4 | 1 | -12.3 | 3.9 | 0.9 | -4.0 | . | -3.4 | 1401 | 99.3 |
| CCOC(=O)C(=O)Nc1ccccc1C(=O)NCc1ccccc1 | -12.0 | 5.6 | 1 | 0.1 | -18.4 | 1.1 | 2.7 | -0.000277 | -2.2 | 1526 | 99.4 |
| COc1cc(/C=N/NC(=O)c2cccc(NC(=O)c3ccccc3Cl)c2)ccc1O | -23.3 | 10.8 | 1 | 5.2 | -1.9 | 1.2 | -2.3 | 0.0271 | 9.5 | 1617 | 92.8 |
| NC(=O)c1ccc(NC(=O)COC(=O)CCCc2c[nH]c3ccccc23)cc1 | 3.4 | -18.1 | 1 | 3.0 | 0.7 | 1 | 1.8 | -0.0788 | 6.5 | 1655 | 120.3 |
| O=C(CCC(=O)OCC(=O)c1ccc(F)cc1)NC1CCCCC1 | 7.5 | 6.1 | 1.1 | 3.0 | -7.8 | 0.9 | 0.3 | 0.0128 | -1.1 | 1425 | 95.8 |
| O=C(CCSCCc1ccccn1)Nc1ccc(Br)cn1 | 15.8 | 14.6 | 1 | -14.6 | -0.2 | 0.8 | 2.5 | -0.0589 | -2.2 | 1440 | 93.0 |
